Vif-A3G inh = qHTS for Inhibitors of Vif-A3G Interactions: qHTS. HeLa A3G-eYFP + Vif (tagged APOBEC3G with the HIV-1 protein that degrades it), YFP fluorescence, overnight. Potency, µM (doses to about 46.1 µM), inactives show at the top dose activity, negative = active, hits mostly inhibitors. actives 0.076% (n = 410,000);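 note: potency is the fitted concentration of half-maximal effect; % is set by controls: 0 for no effect and ±100 for the full control effect; nearly all actives have a fitted effect of over 60% in size; hits raise eYFP signal because A3G escapes Vif-driven loss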
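HeLa cells stably expressing Vif and C-terminally eYFP-tagged A3G, seeded overnight at 37 deg C, then exposed to compound by pintool overnight at 37 deg C. Rise in yellow fluorescence (Ex 488/Em 500-530, Acumen) marks blocked Vif-driven A3G degradation.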
mIDH1 inhibitor = qHTS for Inhibitors of mutant isocitrate dehydrogenase 1 (IDH1): qHTS; actives 0.093% (n = 390,000); Isocitrate dehydrogenase [NADP] cytoplasmic (Homo sapiens), O75874; IDH1-R132H enzyme, NADPH consumption, diaphorase/resazurin fluorescence; Potency, µM (top dose mostly 76.6 µM), inactives show top-dose activity change, negative = inhibition, usual class: inhibitors; note: potency is the fitted concentration of half-maximal effect; % is set by controls: 0 for no effect and ±100 for the full control effect; nearly all actives have a fitted effect of over 65% in size
Target sequence (O75874 whole entry R132H, stated change not applied): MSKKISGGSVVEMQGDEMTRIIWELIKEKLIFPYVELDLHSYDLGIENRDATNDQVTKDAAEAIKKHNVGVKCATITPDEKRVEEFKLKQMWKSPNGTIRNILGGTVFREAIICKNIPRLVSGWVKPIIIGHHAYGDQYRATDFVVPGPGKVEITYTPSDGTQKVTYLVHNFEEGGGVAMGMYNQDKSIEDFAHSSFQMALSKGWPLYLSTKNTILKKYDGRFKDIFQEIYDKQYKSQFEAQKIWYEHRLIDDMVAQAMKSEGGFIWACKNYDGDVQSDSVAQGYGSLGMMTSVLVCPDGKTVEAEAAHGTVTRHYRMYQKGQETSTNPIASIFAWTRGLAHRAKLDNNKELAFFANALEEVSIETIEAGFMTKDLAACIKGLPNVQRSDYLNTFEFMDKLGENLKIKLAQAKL
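IDH1-R132H (0.5 ug/mL dispensed) in pH 7.5 Tris buffer was preincubated 30 min with compound, then given a substrate mix of 0.016 mM NADPH and 2 mM alpha-KG for 80 min at room temperature; remaining NADPH was read by diaphorase/resazurin fluorescence.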
USP1 inh = Inhibitors of USP1/UAF1: Primary Screen. recombinant USP1/UAF1, Ub-Rhodamine cleavage fluorescence. actives 0.23% (n = 390,000). Potency, µM (titrated, usually from 57.1 µM), for inactives: at the highest dose activity change, negative = inhibition, actives largely listed as inhibitors. AID 743255, 2014; note: potency is the fitted concentration of half-maximal effect; % is set by controls: 0 for no effect and ±100 for the full control effect; nearly all actives have a fitted effect of over 60% in size; inactives centre near -12
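USP1/UAF1 complex at 1 nM was preincubated with compound for 15 min at room temperature, then Ub-Rho substrate (150nM final) was added. Fluorescence (480/540 nm) was read kinetically, 6 reads every 60 seconds.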
TrxR1 substrate = qHTS Assay for Substrates of Mammalian Selenoprotein Thioredoxin Reductase 1 (TrxR1): qHTS; Thioredoxin reductase 1, cytoplasmic (Rattus norvegicus), O89049; AID 588456, 2011; Potency, µM (doses to about 114 µM), inactives show at the top dose activity change, negative = substrate turnover; purified TrxR1 substrate turnover, NADPH consumption readout; actives 0.01% (n = 390,000); note: potency is the fitted concentration of half-maximal effect; % is set by controls: 0 for no effect and ±100 for the full control effect; nearly all actives have a fitted effect of over 50% in size
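Rat TrxR1, dispensed at 90 nM, was prereduced with 400 uM NADPH (final) for 5 min at ~22 deg C, then incubated with compound 15 min before 400 uM selenite. A first-read NADPH fluorescence drop versus no-compound background flagged substrates.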
PI4K2A block = qHTS for small molecular inhibitors of PI4K2A; AID 1346378, 2018; purified PI4K2A, ADP-Glo luminescence, 1 h; hits give low values; activity change, negative = inhibition, % at 76.9 µM; actives 0.13% (n = 420,000); in the data active = activity change below about -50%; inconclusive = mostly about -30% to -49%;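 note: -100% = wells without enzyme as full effect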
Target sequence (Q9BTU6 whole entry, looked up): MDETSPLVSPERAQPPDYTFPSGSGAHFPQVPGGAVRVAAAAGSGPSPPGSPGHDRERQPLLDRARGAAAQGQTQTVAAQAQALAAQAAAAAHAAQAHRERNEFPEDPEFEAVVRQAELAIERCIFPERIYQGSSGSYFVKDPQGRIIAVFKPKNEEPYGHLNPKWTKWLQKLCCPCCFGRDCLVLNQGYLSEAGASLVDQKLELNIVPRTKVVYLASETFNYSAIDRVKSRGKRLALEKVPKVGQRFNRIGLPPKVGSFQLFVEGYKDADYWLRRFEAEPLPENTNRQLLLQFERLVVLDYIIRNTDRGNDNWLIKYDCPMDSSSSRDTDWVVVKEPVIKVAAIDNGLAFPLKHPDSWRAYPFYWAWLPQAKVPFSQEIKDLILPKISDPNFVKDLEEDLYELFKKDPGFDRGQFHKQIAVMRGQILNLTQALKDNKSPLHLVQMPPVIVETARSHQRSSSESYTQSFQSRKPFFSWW
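In this quantitative HTS, ADP production by PI4K2A was quantified luminescently after 1 h at ambient temperature; 100 microM adenosine served as plate-quality control.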
Glioma ERSR ind = qHTS for Inducers of the Endoplasmic Reticulum Stress Response (ERSR) in Human Glioma: qHTS | actives 0.02% (n = 420,000) | Potency, µM, for inactives: at the top dose activation, most hits filed as activators | U87-MG GRP78 promoter luciferase reporter, 16 h; note: potency is the fitted concentration of half-maximal effect; series mostly up to about 76 µM; % of control where 0% means no effect; nearly all actives have a fitted effect of over 35% in size
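Stably transfected U87-MG glioma cells carrying a GRP78-based luciferase sensor; 16 h compound incubation. Luminescence end-point read 10 min after Bright-Glo addition at room temperature.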
RXFP1 ag = qHTS Assay for Agonists of the Relaxin Receptor RXFP1; Relaxin receptor 1 (Homo sapiens), Q9HBX9; HEK293T-RXFP1 cAMP TR-FRET, 30 min; response scale: percent of porcine relaxin response, buffer zero; Potency, µM (doses to about 57.5 µM), inactives show at the highest dose activation, most hits filed as activators; actives 0.3% (n = 370,000); AID 2676, 2010; note: potency is the fitted concentration of half-maximal effect; % is set by controls: 0 for no effect and ±100 for the full control effect; nearly all actives have a fitted effect of over 60% in size; many of its hits are not listed in these tables
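HEK293 cells stably expressing RXFP1, treated 30 min at 37C with compounds plus PDE4 inhibitor Ro 20174; cAMP measured by HTRF TR-FRET. Normalized to buffer and 29 nM porcine relaxin; EC50 by Hill fit.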
Vif-A3F inh = qHTS for Inhibitors of Vif-A3F Interactions: qHTS; Potency, µM (titrated, usually from 46.1 µM), inactives show top-dose activity, negative = active; actives 0.2% (n = 390,000); HeLa A3F-eYFP + Vif (tagged APOBEC3F with the HIV-1 protein that degrades it), YFP fluorescence increase; AID 602313, 2012; note: potency is the fitted concentration of half-maximal effect; % of control where 0% means no effect; nearly all actives have a fitted effect of over 65% in size
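HeLa cells stably expressing Vif plus C-terminally eYFP-tagged A3F were seeded, incubated overnight at 37 deg C, dosed with compound, incubated overnight again at 37 deg C. Yellow fluorescence (Ex 488/Em 500-530) reported blocked Vif-mediated A3F-eYFP degradation.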
LDHA block = qHTS assay for inhibitors of human lactate dehydrogenase; L-lactate dehydrogenase A chain (Homo sapiens), P00338; purified LDHA, NADH/diaphorase-resazurin fluorescence; hits give low values; activity change, % (values are at about 110 or 230 µM); actives 0.15% (n = 480,000); in the data active = activity change below about -30%; inconclusive = mostly about -25% to -30%;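 note: plate controls were DMSO wells for no effect and wells without enzyme for full effect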
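Enzyme activity of human lactate dehydrogenase 5 (2 nM; 0.06 mM NADH, 0.2 mM pyruvate, 5 min, RT) is measured via a resazurin/diaphorase fluorescence readout of residual NADH.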
Numbers without * were called inactive; ? = inconclusive; · = not tested or not shown; & = joins results of further samples; [ ] = another dose, or the depositor's remark. Unless noted, calls come from the whole dose curve; as a rule, active = well fitted curve in the direction sought with a large enough effect; inconclusive = small, poorly fitted or top-dose-only effect, or another doubt; inactive = no such curve, though single readings can be large; an effect the other way counts as inactive or inconclusive. A portion of the library (hit frequency here may not be typical).

Order of results: Vif-A3F inh	Glioma ERSR ind	LDHA block	RXFP1 ag	TrxR1 substrate	Vif-A3G inh	PI4K2A block	mIDH1 inhibitor	USP1 inh
> CCOC(=O)/C(=C\c1ccc([N+](=O)[O-])o1)NC(=O)c1ccccc1
→ -16%	-2%	-1	-0.6%	-1%	?	0	2%	-19%
> C=CCC(C=C)S(=O)(=O)c1ccc(C)cc1 (stereo not drawn)
→ -1%	-2%	-9	-1.1%	-2%[57.1 µM]	0%	0	5%	-1%
> Cc1ccc(S(=O)(=O)N2CCCC(CCC(=O)NCc3ccccc3F)C2)s1 (stereo not drawn)
→ 3%	-7%	-2	-2.1%	3%	0%	-1	2%	-10%
> Cc1ccc(OCCn2c(CCNC(=O)C3CCCCC3)nc3ccccc32)cc1
→ ·	-3%	-1	4.0%	7%[0.457 µM]	-2%	3	·	·
> COc1cccc(-c2ccc3c(N)c(C(=O)c4ccc(F)cc4)sc3n2)c1
→ ?	0%	1	11%	-9%	?	-6	-7%	?
> COc1ccc(-n2ncc3c(NCC4CCCO4)ncnc32)cc1 (stereo not drawn)
→ -6%	-7%	3	-1.5%	15%[57.1 µM]	1%	-2	-4%	0%
> S=C(NCCc1ccccc1)NN=C1CCCCCC1
→ 5%	9%	-2	-0.3%	3%	-2%	2	6%	-19%
> COc1ccc(OCC(O)COc2ccc(OC)cc2)cc1
→ 1%	3%	-3	-0.5%	10%[57.1 µM]	-5%	-2	3%	-15%
> CCN(CCCNC(=O)c1cc2cc3cc(OC)ccc3nc2s1)c1cccc(C)c1
→ 1%	2%	4	3.3%	-7%	2%	-1	-3%	?
> CN1CCN(NC(=O)/C=C/c2cccc([N+](=O)[O-])c2)CC1
→ -1%	2%	-14	2.7%	-8%	3%	5	2%	-25%
> COc1ccc(OC)c(NC(=O)c2cccnc2Sc2cc(C)ccc2C)c1
→ 0%	-6%	4	-0.2%	-6%	-7%	-1	3%	-11%
> O=C(CSc1ccc2nnc(CCNC(=O)c3ccccc3)n2n1)NC1CCCC1
→ 2%	-5%	-8	-0.8%	6%	2%	1	-6%	-13%
> Nn1c(SCC(=O)N2CCOCC2)nnc1C1CC1
→ 2%	-6%	-2	2.6%	4%[57.1 µM]	-2%	-2	0%	-7%
> COc1ccc(C2CC(=O)Nc3n[nH]c(-c4ccccc4)c32)cc1OC (stereo not drawn)
→ -9%	-1%	-5	-2.1%	-6%	-5%	2	1%	-31%
> CSc1ccc(CNC(=O)C2CCCN(S(=O)(=O)N(C)c3ccc(F)cc3)C2)cc1 (stereo not drawn)
→ 14%	-4%	1	0.7%	-1%	5%	-1	3%	-23%
> Cn1c(=O)c2c(nc(CN3CCCCC3)n2Cc2c(F)cccc2Cl)n(C)c1=O
→ -13%	-3%	-15	2.8%	9%[57.1 µM]	2%	-1	-13%	-17%
> CCOC(=O)N1CCN(C(=O)c2ccc(Cn3c(=S)[nH]c4cc(C(=O)OC)ccc4c3=O)cc2)CC1
→ 1%	-4%	-3	-0.3%	5%	2%	1	-2%	-23%
> Cc1cccc(C2N3CC4(C(C)C)CN2CC(C(C)C)(C3)C4=O)c1 (stereo not drawn)
→ -5%	-2%	1	1.0%	-1%[57.1 µM]	-3%	1	4%	-21%
> CC(=O)N1c2ccc(S(=O)(=O)N3CCCCCC3)cc2CC1C(=O)NCc1cccc(F)c1 (stereo not drawn)
→ -3%	5%	-9	1.7%	-1%[57.1 µM]	3%	3	7%	-33%
> Cc1cc(NC(=O)CSc2nc3ccc(Cl)cc3[nH]2)no1
→ 0%	-3%	5	1.1%	5%	-13%	-3	6%	-8%
> O=C(COC(=O)c1ccccn1)Nc1cccc(Cl)c1Cl
→ 1%	-3%	-18	1.2%	-3%	-1%	-7	-3%	-10%
> CCOC(=O)c1[nH]c2c(c1C)C(=O)CC(c1ccc(N(C)C)cc1)C2 (stereo not drawn)
→ -4%	3%	5	0.5%	-1%[57.1 µM]	-1%	-2	-4%	-7%
> CCOC(=O)c1[nH]c2ccc(OC)cc2c1NC(=O)c1nonc1C
→ 3%	-2%	-10	1.4%	1%[57.1 µM]	-1%	4	-3%	-4%
> CCOC(=O)c1cccc(S(=O)(=O)N2CCCC2)c1
→ 1%	2%	-6	2.1%	-3%	0%	2	7%	-20%
> O=C(COc1ccccc1Cl)Nn1cnnc1
→ -1%	-4%	-7	-0.5%	-5%	2%	-3	-7%	-12%
> O=S(=O)(/C=C/c1cccc(Br)c1)N1CCOCC1
→ -16%	-5%	0	0.4%	-9%	6%	7	3%	-22%
> O=C(NCc1cccc(Br)c1)C1CCN(C(=O)c2sccc2-n2cccc2)CC1
→ ·	·	-7	-0.7%	5%	·	2	·	-24%
> O=C(NNc1nc2c(F)cccc2s1)c1ccccc1
→ 2%	1%	2	1.1%	1%	0%	-3	6%	-20%
> CCOc1cccc(C2c3[nH]c4ccccc4c3CCN2C(=O)c2ccccc2F)c1 (stereo not drawn)
→ 4%	-1%	0	2.8%	-4%[57.1 µM]	-4%	-1	-7%	-7%
> CCOc1cccc2cc(C(=O)NCCC3=CCCCC3)c(=O)oc12
→ -23%	9%	-1	2.7%	5%[57.1 µM]	0%	3	2%	-21%

Exported with tabs: part of the list above.
molecule	Vif-A3F inh	Glioma ERSR ind	LDHA block	RXFP1 ag	TrxR1 substrate	Vif-A3G inh	PI4K2A block	mIDH1 inhibitor	USP1 inh
Cc1cc(NC(=O)CSc2nc3ccc(Cl)cc3[nH]2)no1	0%	-3%	5	1.1%	5%	-13%	-3	6%	-8%
O=C(COC(=O)c1ccccn1)Nc1cccc(Cl)c1Cl	1%	-3%	-18	1.2%	-3%	-1%	-7	-3%	-10%
CCOC(=O)c1[nH]c2c(c1C)C(=O)CC(c1ccc(N(C)C)cc1)C2 (stereo not drawn)	-4%	3%	5	0.5%	-1%[57.1 µM]	-1%	-2	-4%	-7%

The results go on:
Order of results: Vif-A3F inh	Glioma ERSR ind	LDHA block	RXFP1 ag	TrxR1 substrate	Vif-A3G inh	PI4K2A block	mIDH1 inhibitor	USP1 inh
> CN(Cc1c(C(=O)N/N=C/c2ccccc2)nnn1-c1nonc1N)C1CCCCC1
→ 4%	2%	-3	-0.6%	-15%	5%	-4	-4%	-28%
> COc1cc(/C=C(/C#N)c2nc3ccccc3[nH]2)ccc1OCC(=O)Nc1ccccc1C
→ -19%	-2%	0	3.4%	-3%	-12%	2	6%	-12%
> Cc1cc(C)c(OCC(=O)OCC(=O)N2CCc3ccccc3C2)c(C)c1
→ -10%	-5%	0	-0.1%	4%	-1%	1	9%	?
> CCN(CC)CC(=O)Nc1sc(C)cc1C(=O)c1ccccc1
→ -2%	-5%	0	6.4%	-8%	-5%	1	6%	-8%
> COc1ccc(CC(=O)NCc2cn3ccsc3n2)cc1
→ -5%	1%	0	2.2%	-9%[11.4 µM]	6%	-14	4%	-17%
> O=C(c1ccc2c(c1)OCCO2)C1CCN(C(=O)c2ccc(F)c(F)c2)CC1
→ -11%	-2%	-9	3.1%	-3%	6%	1	-3%	-14%
> O=CNc1cc(-c2ccc(C(=O)NC3CC3)cc2)cn2c(-c3ccc(F)cc3)cnc12
→ ·	0%	-5	·	·	-13%	-7	·	·
> Cc1ccc(S(=O)(=O)NCc2cccnc2)cc1C
→ 1%	-1%	0	2.3%	5%	2%	10	2%	-21%
> O=C(C1CCC(Cn2c(=O)c3sccc3n(Cc3ccccc3)c2=O)CC1)N1CCOCC1 (stereo not drawn)
→ 1%	-3%	-11	-1.8%	2%[57.1 µM]	1%	4	8%	-2%
> O=C(NC1=NCCS1)c1ccccc1OCc1ccccc1Cl
→ 2%	-2%	-8	2.1%	-14%	1%	-1	4%	0%
> Cc1nnc(NC(=O)CC(CN(C)S(=O)(=O)c2ccccc2)c2ccccc2)s1 (stereo not drawn)
→ -4%	1%	-1	1.7%	3%	0%	-6	-2%	-26%
> O=C(O)CC1S/C(=N/N=C/C=C/c2ccccc2)NC1=O (stereo not drawn)
→ -1%&-2%	-1%&-2%	4&-7	4.6%&4.6%	-31%&-25%	1%&-1%	-9&-12	1%&-3%	-5%&6%
> O=C(NCc1cccs1)c1cccnc1SCCS(=O)(=O)c1ccc(C(F)(F)F)cn1
→ 3%	0%	-8	1.3%	-3%	-3%	-2	3%	-18%
> Cc1nnc(SCC(=O)N2CCN(Cc3ccccc3)CC2)s1
→ 3%	6%	-11	-0.9%	-7%	-3%	-7	6%	-2%
> C/C(=N\NC(=O)C1COc2ccccc2O1)c1ccc(C)o1 (stereo not drawn)
→ -1%	-1%	1	0.0%	2%[57.1 µM]	-6%	12	15%	1%
> COc1cc(F)cc(C2=CC(=O)C[C@H](c3ccc(F)cc3)C2)c1
→ 8%	-3%	1	-0.1%	0%	0%	-7	6%	-13%
> Cc1ccc(N=C2NC(=O)CS2)cc1
→ ·	-3%	1	-0.5%	1%	0%	3	10%	-1%
> COc1ccc(N(C(=O)c2snc(C(N)=O)c2N)C(C(=O)NCc2ccccc2)c2ccc(O)cc2)cc1OC (stereo not drawn)
→ -17%	-1%	-6	2.3%	6%[57.1 µM]	-1%	3	-9%	-6%

Screens as filed in PubChem.
